Source: PubChem
CHRM1 agonist = agonists of human M1 muscarinic receptor | CHO-K1 hM1, Fluo-8 calcium fluorescence, agonist mode; 0% DMSO, 100% acetylcholine EC100 | AID 588814 | 0.33% of 360,000 active | P11229 | activation, % at 3 µM;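 active means activation above the run's mean compound activation plus 3 SD, cut at about 16% in these data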;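 further: peak over basal fluorescence ratio within a 140 s kinetic read after compound addition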
M1 PAM = human CHRM1 positive allosteric modulation. P11229. CHO-K1 hM1, Fluo-8 calcium fluorescence, ACh EC20; 0% = ACh EC20, 100% = maximal ACh. activation, % at 3 µM. 0.088% of 360,000 active; in the data active means activation above about 19%, passing the limit was not always enough
TAAR1 antag = human TAAR1 antagonism; 1.5% of 360,000 active; inhibition, % at 3 µM; CHO RD-HGA16 TAAR1, Fluo-8 calcium fluorescence, antagonist;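 active means inhibition above a per-plate cutoff, the mean inhibition of test compounds on that plate plus 3 SD, cut at about 49% in these data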;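 further: 0% = DMSO plus EC80 beta-PEA response and 100% = DMSO alone without agonist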
Target sequence (Q96RJ0 whole entry, looked up): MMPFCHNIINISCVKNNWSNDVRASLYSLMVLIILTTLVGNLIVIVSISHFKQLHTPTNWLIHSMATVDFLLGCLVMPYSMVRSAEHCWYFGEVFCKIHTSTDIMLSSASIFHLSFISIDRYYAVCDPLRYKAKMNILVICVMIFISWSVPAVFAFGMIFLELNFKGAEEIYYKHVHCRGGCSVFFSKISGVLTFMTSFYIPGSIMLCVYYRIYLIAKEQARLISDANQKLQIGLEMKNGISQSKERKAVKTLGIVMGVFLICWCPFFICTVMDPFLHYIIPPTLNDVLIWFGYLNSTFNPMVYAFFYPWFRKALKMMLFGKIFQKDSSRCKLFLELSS
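Test system: RD-HGA16 CHO cells with stable hTAAR1 and Gα16 / Probe or stimulus: EC80 β-phenethylamine stimulus / Times: seeding 17-24 h prior, 75-min 37 °C, 30-min RT dye loading / Detection: Fluo-8 calcium-sensitive fluorescence / Read-out basis: % inhibition scaled between DMSO and EC80 PEA controls / Repeats: singlicate, one well per test compound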
OXTR agonist = activates the human oxytocin receptor; AID 2435; CHO-OTR cells, Fluo-8 calcium fluorescence; normalized: DMSO 0%, oxytocin 100%; activation, % at 3 µM; P30559; 0.32% of 320,000 active;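 active means activation above the mean of all tested compounds plus 3 SD, cutoff set per screening run, cut at about 20% in these data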;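 further: peak over basal fluorescence ratio from a 100 s FLIPR kinetic read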
V1R ag counter = counter-screen for oxytocin receptor agonists: human V1a receptor agonists. P37288. CHO-V1R cells, Fluo-8 calcium fluorescence, agonist mode; 0% DMSO, 100% 3 nM vasopressin. activation, % at 3 µM. 0.25% of 320,000 active;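 active means activation above the mean activation of all tested compounds plus 3 SD, per screening run, cut at about 20% in these data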;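 further: signal is peak over basal fluorescence ratio across a 100 second FLIPR read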
Target sequence (P37288 whole entry, looked up): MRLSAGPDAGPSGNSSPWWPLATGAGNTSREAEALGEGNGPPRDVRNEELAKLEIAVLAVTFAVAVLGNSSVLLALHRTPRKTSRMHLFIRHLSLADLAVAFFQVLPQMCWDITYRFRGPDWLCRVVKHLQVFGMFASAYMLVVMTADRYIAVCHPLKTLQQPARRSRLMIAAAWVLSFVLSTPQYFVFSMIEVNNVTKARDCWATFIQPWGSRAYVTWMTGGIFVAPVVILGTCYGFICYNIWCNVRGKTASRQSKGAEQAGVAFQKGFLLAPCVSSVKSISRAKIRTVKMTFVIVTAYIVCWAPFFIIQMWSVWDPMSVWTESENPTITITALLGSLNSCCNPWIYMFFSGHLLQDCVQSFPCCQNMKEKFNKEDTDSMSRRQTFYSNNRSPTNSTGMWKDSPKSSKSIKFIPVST
CHRM1 antagonist = blocks human M1 muscarinic receptor. P11229. CHO-K1 hM1, Fluo-8 calcium fluorescence, ACh EC80 antagonist. inhibition, % at 3 µM. 1.3% of 360,000 active;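 active means percent inhibition above its own plate's cutoff, namely the mean of that plate's compound wells plus 3 SD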;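 further: peak over basal fluorescence ratio during 140 s after agonist addition; 0% = ACh EC80 plus DMSO and 100% = DMSO alone without agonist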
CHO parental Ca = counter-screen for OX1R antagonists: effect in parental CHO cells; inhibition, % at 5.6 µM; parental CHO-K1, ATP-induced calcium, Fluo-8 fluorescence; 0.63% of 330,000 active;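 active means inhibition above that plate's mean sample inhibition plus 3 SD, cut at about 26% in these data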;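 further: 0% = ATP-challenged DMSO wells and 100% = DMSO wells without ATP; some compounds past the cut are filed as inactive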
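Assay system – parental CHO cells · Reagent – ATP stimulus · Detection – intracellular calcium via Fluo-8 no-wash fluorescent dye · Evaluation – percent inhibition of ATP-evoked calcium rise, normalized to controls · Controls – ATP wells versus no-ATP DMSO wells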
TAAR1 ag = agonists of human TAAR1; activation, % at 3 µM; 0.99% of 360,000 active; CHO RD-HGA16 TAAR1, Fluo-8 calcium fluorescence; vehicle wells 0%, saturating PEA agonist 100%;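 active means activation above the mean activation of all test compounds in the run plus 3 SD, cut at about 38% in these data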
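System: CHO RD-HGA16 cells carrying human TAAR1 plus Gα16; Incubation: 17-24 h seeding, 75 min 37 °C dye, 30 min RT; Measured by: Fluo-8 fluorescence, 5 s baseline then 140 s kinetic read; Control set: DMSO and PEA EC100; Replication: single well for each compound.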
OXTR potentiator = potentiators of human oxytocin receptor; P30559; CHO-OTR cells, Fluo-8 calcium fluorescence, potentiator mode; 0% = oxytocin EC15, 100% = EC100; activation, % at 3 µM; 0.061% of 320,000 active; AID 2445;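 active means activation above that plate's cutoff, the mean activation of tested compounds plus 3 SD, cut at about 6.6% in these data, passing the limit was not always enough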;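 further: 100% uses oxytocin at 75 nM as the full agonist control; some results filed as inactive read as strong as hits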
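Assay system: CHO cell line stably expressing human OTR | Also added: Oxytocin at about EC15, sub-maximal agonist stimulus | Times: Compound 6 min at room temperature before oxytocin, 100 s read | Measured by: Fluo-8 intracellular calcium fluorescence, ex 470-495, em 515-575 nm | Controls: EC15 oxytocin alone as 0%, 75 nM oxytocin as 100%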
An asterisk follows results filed as active; · = not tested or not shown. An unsorted share of the library; overall some 3.7% were active at least once.

Letters: A = CHRM1 agonist; B = M1 PAM; C = TAAR1 antag; D = OXTR agonist; E = V1R ag counter; F = CHRM1 antagonist; G = CHO parental Ca; H = TAAR1 ag; I = OXTR potentiator
CCN1C(=O)C2C(c3ccc(O)c(OC)c3)NC(C)(C(=O)OC)C2C1=O (stereo not drawn)
  A = 0.1 | B = 16.5 | C = 1.1 | D = 0.9 | E = 1.4 | F = -25.4 | G = 1.8 | H = 3.2 | I = -9.0

CCCOc1ncnc2c1[nH]c1ccc(C)cc12
  A = · | B = · | C = · | D = 11.9 | E = 7.1 | F = · | G = 3.9 | H = · | I = -8.3

CC1CN(c2ccc(C(=O)c3ccccc3C(=O)O)cc2[N+](=O)[O-])CC(C)O1 (stereo not drawn)
  A = -2.7 | B = 4.8 | C = -13.1 | D = 0.2 | E = -0.8 | F = -5.1 | G = -9.3 | H = 8.2 | I = -6.5

Fc1cc(NC(=S)NCc2ccc(CNC(=S)Nc3ccc(Cl)c(F)c3)cc2)ccc1Cl
  A = -1.2 | B = 9.5 | C = 21.9 | D = 9.4 | E = 8.4 | F = -10.9 | G = 25.2 | H = 26.5 | I = -16.1

COCCNC(=O)CN(C(=O)Cn1nnc2ccccc21)c1ccccc1
  A = 0.0 | B = 9.3 | C = -5.7 | D = -0.1 | E = 0.0 | F = -8.7 | G = 1.2 | H = 0.3 | I = -3.5

CC1CCCC(NC(=O)CCNS(=O)(=O)c2ccc(Br)cc2)C1C (stereo not drawn)
  A = -0.2 | B = 4.8 | C = -1.4 | D = -0.1 | E = 3.0 | F = -8.9 | G = 3.8 | H = 13.8 | I = -24.4

CCCC(=NCc1ccccc1)C1=C(O)C(C(=O)OC)C(C)(C)CC1=O (stereo not drawn)
  A = -4.5 | B = 4.0 | C = -4.5 | D = -1.1 | E = 0.2 | F = 2.9 | G = -16.4 | H = -0.6 | I = -5.5

CCCNC(=O)c1ccc(N2CCC3(CC2)CC(c2ccc(Cl)cc2)=NO3)c([N+](=O)[O-])c1
  A = -0.5 | B = 0.5 | C = 21.6 | D = 5.1 | E = 6.2 | F = 1.5 | G = -1.6 | H = 7.3 | I = -10.8

CC(C)CCNC(=O)c1onc(CSc2ccccn2)c1C(=O)NCCC(C)C
  A = -5.0 | B = -0.8 | C = 4.7 | D = -1.6 | E = 2.0 | F = 3.6 | G = -30.9 | H = 0.1 | I = -1.7

CC(C)[C@H](Nc1ccc(S(=O)(=O)N2CCOCC2)cc1[N+](=O)[O-])C(=O)OCC(N)=O
  A = -5.4 | B = 3.5 | C = 4.5 | D = 1.2 | E = 1.6 | F = -7.9 | G = -9.8 | H = -0.2 | I = -3.0

The list goes on:
Letters: A = CHRM1 agonist; B = M1 PAM; C = TAAR1 antag; D = OXTR agonist; E = V1R ag counter; F = CHRM1 antagonist; G = CHO parental Ca; H = TAAR1 ag; I = OXTR potentiator
Cc1cn2c(=O)c(C(=O)N3CCN(c4ccccc4F)CC3)cnc2s1
  A = -2.0 | B = 9.1 | C = -8.1 | D = 0.5 | E = -0.4 | F = -7.1 | G = -9.4 | H = 0.9 | I = -1.4

CCCCN1C(=O)C(CC(=O)NC2CCCC2)CC(C(=O)N2CCOCC2)=C1C (stereo not drawn)
  A = -2.5 | B = 4.7 | C = -12.6 | D = · | E = · | F = -8.5 | G = · | H = 1.6 | I = ·

Cc1c(N(C)C(=O)c2ccco2)c(=O)n(-c2ccccc2)n1C
  A = -0.9 | B = 5.4 | C = 10.9 | D = 2.9 | E = 0.8 | F = -4.7 | G = -4.6 | H = 6.5 | I = 2.0

Cc1nc2ccccc2c(=O)n1NC(=O)C1CCC(C(C)(C)C)CC1 (stereo not drawn)
  A = -4.0 | B = 13.7 | C = 12.5 | D = -1.1 | E = -0.2 | F = -4.5 | G = -4.4 | H = 3.4 | I = -3.4

Cc1ccc(CCNCc2c(C(=O)O)c(C)n(-c3ccccc3)c2C)cc1
  A = -5.5 | B = -7.6 | C = -16.1 | D = · | E = · | F = 16.4 | G = · | H = 3.2 | I = ·

CCCCN1CC(N2CCCCC2)CS1(=O)=O (stereo not drawn)
  A = -3.2 | B = -4.4 | C = -1.6 | D = · | E = · | F = 8.2 | G = · | H = 0.7 | I = ·

O=C(O)C1CCN(S(=O)(=O)c2cccc3nonc23)CC1
  A = -1.5 | B = 15.9 | C = -23.6 | D = 0.8 | E = -0.2 | F = -21.2 | G = -6.0 | H = 2.3 | I = 1.4

CCCC(=O)N(c1ccc(OC)cc1)C1C=CS(=O)(=O)C1 (stereo not drawn)
  A = -4.0 | B = 2.6 | C = 2.9 | D = 0.7 | E = 0.6 | F = -6.9 | G = -0.7 | H = 0.4 | I = 3.6

CCN(CC)C(=O)C1=C(C)N(Cc2ccccc2)C(=O)C(CC(=O)NCCCN(C)C)C1 (stereo not drawn)
  A = -5.0 | B = 13.8 | C = -12.1 | D = · | E = · | F = -17.4 | G = · | H = 3.3 | I = ·

COc1ccc(-n2c(=S)[nH]c3c(oc4ccccc43)c2=O)cc1
  A = -5.3 | B = -2.0 | C = 17.9 | D = 0.4 | E = 0.2 | F = 4.7 | G = -13.1 | H = -0.5 | I = -2.8

(more compounds)
Letters: A = CHRM1 agonist; B = M1 PAM; C = TAAR1 antag; D = OXTR agonist; E = V1R ag counter; F = CHRM1 antagonist; G = CHO parental Ca; H = TAAR1 ag; I = OXTR potentiator
CCOC(=O)[C@@H]1[C@H]2COc3cc(OC)ccc3[C@H]2N2C(=O)N(c3ccccc3)C(=O)[C@]12C
  A = -4.7 | B = -3.9 | C = 16.8 | D = 1.1 | E = 0.9 | F = 12.2 | G = -18.2 | H = 1.5 | I = -8.4

Cc1cc(C)c(C)c(Oc2ncnc(N)c2[N+](=O)[O-])c1
  A = -10.8 | B = 6.6 | C = -27.0 | D = -2.6 | E = -1.0 | F = -3.1 | G = -14.2 | H = 0.4 | I = -3.6

CC(C)CNC(=S)NC1CC2CCCC(C1)N2C1CCCCC1 (stereo not drawn)
  A = -6.4 | B = -4.6 | C = -2.7 | D = 0.8 | E = -0.1 | F = 8.9 | G = -10.2 | H = 2.5 | I = -2.6

COc1ccc(Nc2nc(N3CCCC3)nc(N3CCOCC3)n2)cc1
  A = -6.3 | B = 13.0 | C = -8.5 | D = -2.0 | E = -1.8 | F = -12.7 | G = -22.4 | H = 2.1 | I = -10.0

CC(=O)NC(O)C(=O)c1ccco1 (stereo not drawn)
  A = 0.2 | B = 7.6 | C = -4.4 | D = 0.1 | E = 0.6 | F = -26.0 | G = -12.5 | H = -2.0 | I = -1.1

No new results follow: entries from further up.
Letters: A = CHRM1 agonist; B = M1 PAM; C = TAAR1 antag; D = OXTR agonist; E = V1R ag counter; F = CHRM1 antagonist; G = CHO parental Ca; H = TAAR1 ag; I = OXTR potentiator
O=C(O)C1CCN(S(=O)(=O)c2cccc3nonc23)CC1
  A = -1.5 | B = 15.9 | C = -23.6 | D = 0.8 | E = -0.2 | F = -21.2 | G = -6.0 | H = 2.3 | I = 1.4

CCCC(=O)N(c1ccc(OC)cc1)C1C=CS(=O)(=O)C1 (stereo not drawn)
  A = -4.0 | B = 2.6 | C = 2.9 | D = 0.7 | E = 0.6 | F = -6.9 | G = -0.7 | H = 0.4 | I = 3.6

CCN(CC)C(=O)C1=C(C)N(Cc2ccccc2)C(=O)C(CC(=O)NCCCN(C)C)C1 (stereo not drawn)
  A = -5.0 | B = 13.8 | C = -12.1 | D = · | E = · | F = -17.4 | G = · | H = 3.3 | I = ·

COc1ccc(-n2c(=S)[nH]c3c(oc4ccccc43)c2=O)cc1
  A = -5.3 | B = -2.0 | C = 17.9 | D = 0.4 | E = 0.2 | F = 4.7 | G = -13.1 | H = -0.5 | I = -2.8

CCOC(=O)[C@@H]1[C@H]2COc3cc(OC)ccc3[C@H]2N2C(=O)N(c3ccccc3)C(=O)[C@]12C
  A = -4.7 | B = -3.9 | C = 16.8 | D = 1.1 | E = 0.9 | F = 12.2 | G = -18.2 | H = 1.5 | I = -8.4

Cc1cc(C)c(C)c(Oc2ncnc(N)c2[N+](=O)[O-])c1
  A = -10.8 | B = 6.6 | C = -27.0 | D = -2.6 | E = -1.0 | F = -3.1 | G = -14.2 | H = 0.4 | I = -3.6
